Compound activity: PubChem BioAssay, several laboratories
UHRF1 MBD2 ctr: UHRF1 methyl-DNA binding inhibition; Q96T88; UHRF1 binding to methylated oligo, TR-FRET; inhibition, % at 4.4 µM; hit rate 0.75% among 370,000; in the data active = inhibition above about 21%;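 also: UHRF1 SRA domain binding a hemimethylated CpG hairpin DNA probe; 0% = median of test compound wells and 100% = reference inhibitor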
PLCg1 inh: blocks human PLC-gamma1 enzyme activity; P19174; purified PLC-gamma1, fluorogenic substrate, fluorescence; inhibition, % at 12.2 µM; hit rate 0.84% among 370,000; in the data active = inhibition above about 9.5%
DDE Tn7 FP inh: inhibitors of Tn7 peptide binding to human fibrin DD(E) | inhibition, % at 8.3 µM | hit rate 0.13% among 370,000 | FP displacement of FITC-Tn7 peptide from fibrin DD(E); 0% = median of compound wells per plate | P02675;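 active = inhibition above the mean of compounds falling within the control limits plus 3 SD of them, cut at about 14% in these data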;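 also: 0% = plate median of compound wells and 100% = 10 µM Aha-Tn7 peptide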
Target sequence (P02675 whole entry, looked up): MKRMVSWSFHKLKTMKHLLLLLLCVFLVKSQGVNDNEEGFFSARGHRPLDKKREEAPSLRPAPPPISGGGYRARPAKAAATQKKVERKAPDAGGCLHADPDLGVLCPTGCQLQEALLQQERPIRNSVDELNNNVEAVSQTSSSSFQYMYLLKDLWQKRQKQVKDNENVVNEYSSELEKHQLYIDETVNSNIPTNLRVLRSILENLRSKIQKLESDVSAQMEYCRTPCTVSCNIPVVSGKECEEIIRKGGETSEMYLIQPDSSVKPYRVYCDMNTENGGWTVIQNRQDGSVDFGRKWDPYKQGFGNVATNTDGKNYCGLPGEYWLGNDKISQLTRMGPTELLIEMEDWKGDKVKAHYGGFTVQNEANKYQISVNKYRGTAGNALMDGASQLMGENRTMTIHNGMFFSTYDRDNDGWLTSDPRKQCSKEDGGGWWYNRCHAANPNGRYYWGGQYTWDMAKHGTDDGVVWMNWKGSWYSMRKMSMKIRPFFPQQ
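system = human fibrin DD(E) protein | quantity = DD(E) 2 µM final | medium = Tris/NaCl/CaCl2 buffer, pH 7.8 | also added = labelled Tn7 tracer, 0.1 µM | compound dosing = single point at 8.3 µM | timing = compound with protein 10 min, then 3 h after probe, room temperature | signal = FP measurement | benchmarks = Aha-Tn7 high control | repeats = one replicate per compound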
ASAP1 GAP inh: inhibitors of human ASAP1 ArfGAP activity; ASAP1-stimulated ARF1 GTP hydrolysis, GDP FP detection; hit rate 0.19% among 360,000; AID 624377; inhibition, % at 16.5 µM; in the data active = inhibition above about 25%;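 also: 0% = vehicle with enzyme and substrate and 100% = no enzyme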
Target sequence (Q9ULH1 325-724 limits assumed): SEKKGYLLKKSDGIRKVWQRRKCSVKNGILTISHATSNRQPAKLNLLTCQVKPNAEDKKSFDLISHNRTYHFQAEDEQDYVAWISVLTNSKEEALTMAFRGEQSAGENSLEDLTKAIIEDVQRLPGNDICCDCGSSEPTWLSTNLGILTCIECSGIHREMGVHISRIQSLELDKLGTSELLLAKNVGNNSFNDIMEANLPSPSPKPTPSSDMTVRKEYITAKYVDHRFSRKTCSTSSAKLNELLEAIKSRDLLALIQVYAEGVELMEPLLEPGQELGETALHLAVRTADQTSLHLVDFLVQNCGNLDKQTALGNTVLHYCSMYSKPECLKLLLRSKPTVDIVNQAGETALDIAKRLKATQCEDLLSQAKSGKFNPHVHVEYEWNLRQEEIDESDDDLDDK
proKLK7 act: activates the human kallikrein-7 zymogen. P49862. purified proKLK7, EDANS-DABCYL substrate fluorescence; 100% is mature enzyme control, 0% vehicle. activation, % at 7 µM. hit rate 0.9% among 370,000. AID 652039;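 active = activation above the mean of all tested compounds plus 3 SD, computed per campaign excluding outliers beyond control limits, cut at about 13% in these data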
ARFGAP1 inh: inhibits rat ARF GTPase activating protein 1 | hit rate 0.26% among 360,000 | Arfgap1-stimulated ARF1 GTP hydrolysis, GDP FP detection | inhibition, % at 16.5 µM | Q62848;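 active = inhibition above a per-plate limit, mean inhibition of low control wells plus 3 SD, cut at about 25% in these data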;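 also: 0% = DMSO wells with enzyme and 100% = wells lacking Arfgap1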
Target sequence (Q62848 1-136 limits assumed): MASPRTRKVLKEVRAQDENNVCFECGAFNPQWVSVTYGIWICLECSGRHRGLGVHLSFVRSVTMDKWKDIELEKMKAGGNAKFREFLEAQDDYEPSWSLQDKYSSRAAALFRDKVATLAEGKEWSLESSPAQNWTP
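Material: rat Arfgap1 GAP domain (His6, aa 1-136), purified enzyme. Also added: human ARF1(Δ1-17)-GTP substrate. Compound dosing: 16.5 µM single point, 1.26% DMSO. Timing: enzyme reaction 120 min at 25 °C after 20 min preincubation. Signal: GDP detection by fluorescence polarization. Read-out basis: percent inhibition of GAP-stimulated GDP formation, scaled between DMSO and no-Arfgap1 medians.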
Tn6 DDE FP: DD(E)-Tn6 binding inhibition, primary FP screen | P02675 | Fibrin DD(E) TRITC-Tn6 fluorescence polarization displacement | inhibition, % at 8.3 µM | hit rate 0.21% among 370,000 | AID 720509;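 active = inhibition above a per-campaign cutoff: mean of compounds within control limits plus 3 SD, cut at about 15% in these data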;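 also: 0% = median of all compound wells on the plate and 100% = blocking peptide control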
HGIII-sPLA2 inh: Inhibits HGIII-sPLA2 liposome hydrolysis, primary screen | QFRET BODIPY PC-A2 liposome hydrolysis, fluorescence | inhibition, % at 12.2 µM | hit rate 0.56% among 370,000 | AID 743126;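 active = inhibition above mean plus 3 SD of compounds lying within the high and low control bounds, cut at about 19% in these data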;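 also: 0% = median of test compound wells and 100% = no enzyme DMSO wells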
PLC-beta3 inh: blocks human PLC-beta3 enzyme activity. Q01970. Purified PLC-beta3, fluorogenic substrate, fluorescence. inhibition, % at 12.2 µM. hit rate 0.18% among 370,000; in the data active = inhibition above about 11%;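 also: 0% = median of compound wells on plate and 100% = full blocker control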
NR1D1 modulator: modulates human Rev-erb alpha binding to DNA; P20393; hit rate 0.79% among 370,000; activity, % at 10 µM; Rev-erbα–FITC-DNA binding, fluorescence polarization, 90 min;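 active = activity above about 14%, limit read from the data; passing the limit was not always enough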;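 also: 0% = DMSO wells with 35 nM protein and 100% = DMSO wells with 750 nM protein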
Numbers without * were called inactive. Rows are unselected; any-hit rate near 4.5%.

For O=C1CC[C@@H]2CC3(C[C@@H]4CCN1[C@H]24)Nc1cc([N+](=O)[O-])ccc1NC3=NC1CCCCC1 (some centres not stated) the results were UHRF1 MBD2 ctr -6, PLCg1 inh -2, DDE Tn7 FP inh -2, ASAP1 GAP inh 12, proKLK7 act 0.0, ARFGAP1 inh -3, Tn6 DDE FP -5, HGIII-sPLA2 inh -4, PLC-beta3 inh -7 and NR1D1 modulator 7.
For COc1ccc(CCN2C(=O)N[C@@H](C(C)C)C2=O)cc1 the results were UHRF1 MBD2 ctr 5, PLCg1 inh -1, DDE Tn7 FP inh 3, ASAP1 GAP inh 10, proKLK7 act -0.4, ARFGAP1 inh -1, Tn6 DDE FP 7, HGIII-sPLA2 inh 15, PLC-beta3 inh -3 and NR1D1 modulator -8.
Cc1ccc(NC2CC(=O)N(c3ccc(N4CCCCC4)cc3)C2=O)cc1 (configuration not stated) was read as UHRF1 MBD2 ctr 6, PLCg1 inh -3, DDE Tn7 FP inh 1, ASAP1 GAP inh -3, proKLK7 act 0.1, ARFGAP1 inh 7, Tn6 DDE FP 4, HGIII-sPLA2 inh -1, PLC-beta3 inh -3 and NR1D1 modulator 5.
Screening COc1ccc(C2C(C(=O)O)c3ccccc3C(=O)N2C)cc1Br (configuration not stated) returned UHRF1 MBD2 ctr 0, PLCg1 inh 2, DDE Tn7 FP inh -2, ASAP1 GAP inh 13, proKLK7 act 0.5, ARFGAP1 inh -10, Tn6 DDE FP -1, HGIII-sPLA2 inh -1, PLC-beta3 inh -1 and NR1D1 modulator 4.
For CCCCn1c(N)c(N(CCOC)C(=O)CCS(=O)(=O)c2ccc(C)cc2)c(=O)[nH]c1=O the results were UHRF1 MBD2 ctr 1, PLCg1 inh -2, DDE Tn7 FP inh 2, ASAP1 GAP inh 2, proKLK7 act 0.3, ARFGAP1 inh 4, Tn6 DDE FP -5, HGIII-sPLA2 inh 2, PLC-beta3 inh -5 and NR1D1 modulator -7.
For O=C(NCc1ccco1)C1CCCN(S(=O)(=O)c2ccccc2[N+](=O)[O-])C1 (configuration not stated) the results were UHRF1 MBD2 ctr 4, PLCg1 inh 3, DDE Tn7 FP inh -1, proKLK7 act 0.2, Tn6 DDE FP 2, HGIII-sPLA2 inh 7, PLC-beta3 inh 5 and NR1D1 modulator 3.
For COc1ccc2[nH]c(C)c(CCNC(=S)Nc3cccc(C)c3)c2c1 the results were UHRF1 MBD2 ctr 1, PLCg1 inh 0, DDE Tn7 FP inh 1, ASAP1 GAP inh -22, proKLK7 act 0.0, ARFGAP1 inh -7, Tn6 DDE FP 7, HGIII-sPLA2 inh -2, PLC-beta3 inh 2 and NR1D1 modulator 1.
For CCC(c1nnnn1CC1CCCO1)N(CCN1CCOCC1)Cc1cc2cc(C)ccc2[nH]c1=O (configuration not stated) the results were UHRF1 MBD2 ctr -3, PLCg1 inh -81, DDE Tn7 FP inh -7, ASAP1 GAP inh 6, proKLK7 act 0.6, ARFGAP1 inh 7, Tn6 DDE FP -5, HGIII-sPLA2 inh -7, PLC-beta3 inh -95 and NR1D1 modulator 0.
Screening COC(=O)C(Cc1ccccc1)NC(=O)CNC(=O)c1ccc(Br)cc1 (configuration not stated) returned UHRF1 MBD2 ctr 2, PLCg1 inh 4, DDE Tn7 FP inh -3, ASAP1 GAP inh 3, proKLK7 act -0.3, ARFGAP1 inh -3, Tn6 DDE FP 9, HGIII-sPLA2 inh 0, PLC-beta3 inh 4 and NR1D1 modulator 6.
Screening COC(=O)c1cn(NC(=O)C2CCCCC2)c(=O)c2ccccc12 returned UHRF1 MBD2 ctr -1, PLCg1 inh 4, DDE Tn7 FP inh -1, ASAP1 GAP inh 4, proKLK7 act -0.5, ARFGAP1 inh 10, Tn6 DDE FP 1, HGIII-sPLA2 inh 1, PLC-beta3 inh 3 and NR1D1 modulator -3.
Cc1ccccc1NC(=O)CCCC(=O)c1ccccc1 was read as UHRF1 MBD2 ctr -1, PLCg1 inh 2, DDE Tn7 FP inh 1, ASAP1 GAP inh 12, proKLK7 act -0.2, ARFGAP1 inh 8, Tn6 DDE FP -2, HGIII-sPLA2 inh -2, PLC-beta3 inh -4 and NR1D1 modulator -1.
Screening CS(=O)(=O)CCC(C(=O)O)N1C(=O)c2ccc(Oc3ccc(Cl)cc3)cc2C1=O (configuration not stated) returned UHRF1 MBD2 ctr 1, PLCg1 inh -3, DDE Tn7 FP inh 8, ASAP1 GAP inh -1, proKLK7 act 0.4, ARFGAP1 inh 5, Tn6 DDE FP -4, HGIII-sPLA2 inh 5, PLC-beta3 inh -9 and NR1D1 modulator 4.
O=C(Nc1ccc(C2=CN(Cc3ccccc3)CCC2=O)cc1)OCc1ccccc1 was read as UHRF1 MBD2 ctr 2, PLCg1 inh 1, DDE Tn7 FP inh 5, ASAP1 GAP inh -2, proKLK7 act 20*, ARFGAP1 inh 4, Tn6 DDE FP 1, HGIII-sPLA2 inh 3, PLC-beta3 inh 1 and NR1D1 modulator 3.
Screening O=C(O)c1ccc(COc2ccccc2/C=C2/NC(=O)N(c3cccc(Cl)c3)C2=O)cc1 returned UHRF1 MBD2 ctr 2, PLCg1 inh -28, DDE Tn7 FP inh -13, ASAP1 GAP inh -1, proKLK7 act -0.8, ARFGAP1 inh -4, Tn6 DDE FP 12, HGIII-sPLA2 inh -9, PLC-beta3 inh -30 and NR1D1 modulator 0.
CCCCn1c(N)c(N(CCOC)C(=O)c2cc(=O)[nH]c3ccccc23)c(=O)[nH]c1=O was read as UHRF1 MBD2 ctr 1, PLCg1 inh -1, DDE Tn7 FP inh -3, ASAP1 GAP inh 3, proKLK7 act -0.1, ARFGAP1 inh 3, Tn6 DDE FP 1, HGIII-sPLA2 inh 9, PLC-beta3 inh -5 and NR1D1 modulator 3.
Screening COc1ccccc1N1CCN(C(=O)c2ccc(Cl)c(S(=O)(=O)N3CCOCC3)c2)CC1 returned UHRF1 MBD2 ctr 3, PLCg1 inh -1, DDE Tn7 FP inh 5, ASAP1 GAP inh -8, proKLK7 act 0.2, ARFGAP1 inh 1, Tn6 DDE FP 9, HGIII-sPLA2 inh 2, PLC-beta3 inh -6 and NR1D1 modulator 11.
For CCNc1cc2c(cc1O)CCC1C2CCC2(C)C(O)CCC12 (configuration not stated) the results were UHRF1 MBD2 ctr -3, PLCg1 inh -19, DDE Tn7 FP inh -5, ASAP1 GAP inh 8, proKLK7 act 0.3, ARFGAP1 inh 1, Tn6 DDE FP 5, HGIII-sPLA2 inh -9, PLC-beta3 inh -27 and NR1D1 modulator 1.
Screening CC(=O)c1sc(Nc2ccccn2)nc1C returned UHRF1 MBD2 ctr -2, PLCg1 inh -14, DDE Tn7 FP inh 2, ASAP1 GAP inh 6, proKLK7 act -0.6, ARFGAP1 inh 26*, Tn6 DDE FP -4, HGIII-sPLA2 inh -1, PLC-beta3 inh -19 and NR1D1 modulator 0.
For Cc1ccc2nc(SCC(=O)NCc3ccccc3)nc(=O)n2c1 the results were UHRF1 MBD2 ctr -2, PLCg1 inh -8, DDE Tn7 FP inh -3, ASAP1 GAP inh 1, proKLK7 act 0.3, ARFGAP1 inh -6, Tn6 DDE FP -1, HGIII-sPLA2 inh -2, PLC-beta3 inh -11 and NR1D1 modulator 1.
COc1ccc(NC(=O)C2C3CCC(O3)C2C(=O)O)c(C)c1 (configuration not stated) was read as UHRF1 MBD2 ctr -3, PLCg1 inh 4, DDE Tn7 FP inh -11, ASAP1 GAP inh -3, proKLK7 act -0.2, ARFGAP1 inh 3, Tn6 DDE FP 1, HGIII-sPLA2 inh 1, PLC-beta3 inh -5 and NR1D1 modulator 0.
For Cc1nc2ccc(NS(=O)(=O)c3ccc(F)c(F)c3F)cc2s1 the results were UHRF1 MBD2 ctr -3, PLCg1 inh -10, DDE Tn7 FP inh -6, ASAP1 GAP inh 4, proKLK7 act 0.6, ARFGAP1 inh -12, Tn6 DDE FP 7, HGIII-sPLA2 inh -14, PLC-beta3 inh -8 and NR1D1 modulator 3.
C[C@H](CO)N1C[C@H](C)[C@@H](CN(C)C)Oc2c(NS(=O)(=O)c3ccc(F)cc3)cccc2C1=O was read as UHRF1 MBD2 ctr 1, PLCg1 inh -1, DDE Tn7 FP inh -1, ASAP1 GAP inh 6, proKLK7 act -0.2, ARFGAP1 inh 4, Tn6 DDE FP 7, HGIII-sPLA2 inh 1, PLC-beta3 inh 0 and NR1D1 modulator 4.
`CCOC(=O)N1CCN(C(=O)/C=C/c2c(C)nn(-c3ccc(F)cc3)c2Cl)CC1` gave UHRF1 MBD2 ctr 0, PLCg1 inh -2, DDE Tn7 FP inh -4, ASAP1 GAP inh -10, proKLK7 act 0.5, ARFGAP1 inh -12, Tn6 DDE FP -1, HGIII-sPLA2 inh -2, PLC-beta3 inh 5 and NR1D1 modulator 0.
For CCOC1=C2[C@H](c3ccccc3)N(S(=O)(=O)c3ccccc3)C[C@H]2n2c(=O)n(-c3ccccc3)c(=O)n2C1 the results were UHRF1 MBD2 ctr -1, PLCg1 inh 1, DDE Tn7 FP inh -8, ASAP1 GAP inh 0, proKLK7 act -0.1, ARFGAP1 inh 6, Tn6 DDE FP -5, HGIII-sPLA2 inh -7, PLC-beta3 inh -3 and NR1D1 modulator 0.
Screening N#Cc1nc(-c2cccs2)oc1N1CCN(Cc2ccccc2)CC1 returned UHRF1 MBD2 ctr -2, PLCg1 inh -80, DDE Tn7 FP inh -2, ASAP1 GAP inh -8, proKLK7 act -2.6, ARFGAP1 inh 0, Tn6 DDE FP -4, HGIII-sPLA2 inh -11, PLC-beta3 inh -102 and NR1D1 modulator -1.
COc1ccc(CCNC(=O)C2CCN(C(=O)c3ccc(Cl)cc3)CC2)cc1 was read as UHRF1 MBD2 ctr -2, PLCg1 inh 3, DDE Tn7 FP inh 2, ASAP1 GAP inh -1, proKLK7 act 0.2, ARFGAP1 inh 2, Tn6 DDE FP 6, HGIII-sPLA2 inh -2, PLC-beta3 inh -4 and NR1D1 modulator 0.
Screening COc1ccccc1CNc1nc2nc(C)c(C)c(=O)n2[nH]1 returned UHRF1 MBD2 ctr 16, PLCg1 inh 0, DDE Tn7 FP inh -1, ASAP1 GAP inh -16, proKLK7 act 0.2, ARFGAP1 inh -5, Tn6 DDE FP 4, HGIII-sPLA2 inh 3, PLC-beta3 inh 0 and NR1D1 modulator -6.

Taken from the listing for reference:
COc1ccc(CCNC(=O)C2CCN(C(=O)c3ccc(Cl)cc3)CC2)cc1 was read as UHRF1 MBD2 ctr -2, PLCg1 inh 3, DDE Tn7 FP inh 2, ASAP1 GAP inh -1, proKLK7 act 0.2, ARFGAP1 inh 2, Tn6 DDE FP 6, HGIII-sPLA2 inh -2, PLC-beta3 inh -4 and NR1D1 modulator 0.
Screening COc1ccccc1CNc1nc2nc(C)c(C)c(=O)n2[nH]1 returned UHRF1 MBD2 ctr 16, PLCg1 inh 0, DDE Tn7 FP inh -1, ASAP1 GAP inh -16, proKLK7 act 0.2, ARFGAP1 inh -5, Tn6 DDE FP 4, HGIII-sPLA2 inh 3, PLC-beta3 inh 0 and NR1D1 modulator -6.
